Compound activity from PubChem.
NCF1 inh: p47phox/p22phox peptide binding inhibitors, primary screen, biochemical, uHTS, NADPH oxidase regulatory subunit; Neutrophil cytosol factor 1 (Homo sapiens), P14598; fluorescence polarization, 2 h; inhibition, % at 24.7 µM; 220,000 tested, 0.53% active; AID 1274, 2008;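 active = inhibition above about 30%, limit read from the data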;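 also: 0% = p47phox with labelled peptide and 100% = labelled peptide alone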
EP2 antag: human EP2 receptor antagonists, primary screen, TR-FRET cAMP, C6 glioma cells | C6 glioma cells expressing human EP2; cells stimulated with saturating PGE2 | inhibition, % at 25 µM | 260,000 tested, 0.52% active | AID 1422, 2008;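 active = percent inhibition above 40 after rounding to a whole number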;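 also: rat C6 glioma host cells with rolipram phosphodiesterase inhibitor present; the protocol text gives 20 µM as final concentration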
p97 ATPase inh: inhibitors of human p97 ATPase, primary screen, biochemical. Transitional endoplasmic reticulum ATPase (Homo sapiens), P55072. recombinant p97 ATPase, Kinase-Glo ATP luminescence, 3 h. inhibition, % at 8 µM. 220,000 tested, 0.42% active. AID 1481, 2009; in the data active = inhibition above about 15%;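 also: 0% = DMSO vehicle and 100% = wells lacking enzyme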
Target sequence (P55072 whole entry, looked up): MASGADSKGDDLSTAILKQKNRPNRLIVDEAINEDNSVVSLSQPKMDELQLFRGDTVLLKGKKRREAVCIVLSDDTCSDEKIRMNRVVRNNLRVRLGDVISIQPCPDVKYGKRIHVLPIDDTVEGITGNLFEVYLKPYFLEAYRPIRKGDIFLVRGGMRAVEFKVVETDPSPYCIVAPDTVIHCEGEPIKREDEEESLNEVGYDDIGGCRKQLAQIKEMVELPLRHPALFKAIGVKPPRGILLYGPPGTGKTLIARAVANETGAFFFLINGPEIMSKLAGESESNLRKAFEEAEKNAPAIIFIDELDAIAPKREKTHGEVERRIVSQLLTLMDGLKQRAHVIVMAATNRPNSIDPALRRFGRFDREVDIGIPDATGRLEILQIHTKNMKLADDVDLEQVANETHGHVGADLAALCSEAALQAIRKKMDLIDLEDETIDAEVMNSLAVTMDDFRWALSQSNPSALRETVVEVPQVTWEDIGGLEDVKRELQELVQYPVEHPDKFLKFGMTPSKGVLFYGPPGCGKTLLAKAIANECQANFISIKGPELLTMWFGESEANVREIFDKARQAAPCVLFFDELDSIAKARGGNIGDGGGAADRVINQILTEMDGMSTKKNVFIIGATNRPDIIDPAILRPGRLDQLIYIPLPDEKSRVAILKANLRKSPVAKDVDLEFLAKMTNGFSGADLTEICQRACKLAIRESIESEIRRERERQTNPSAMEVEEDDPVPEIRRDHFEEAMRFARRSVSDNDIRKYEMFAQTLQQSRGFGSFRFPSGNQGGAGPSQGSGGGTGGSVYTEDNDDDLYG
PPC-1+TRAIL kill: compounds killing PPC-1 cancer cells with TRAIL present, primary screen, TRAIL potentiator project, ATPLite luminescence, uHTS; PPC-1 cells + TRAIL, ATPLite viability luminescence; 220,000 tested, 0.41% active; cell killing (% activity), % at 4 µM;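 active = cell killing above 50% in the first pass at 4 µM, then a duplicate retest at 5 µM averaging 50% or more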;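 also: plate controls were cells with TRAIL plus DMSO for no effect and medium-only wells lacking cells for full effect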
Furin inh: human furin inhibitors, primary screen, biochemical, fluorescence intensity | 220,000 tested, 0.061% active | inhibition, % at 30 µM | purified furin, fluorogenic substrate cleavage; in the data active = inhibition above about 25%; also: inactives centre near -15
TbHK1 inh: Trypanosoma brucei hexokinase 1 inhibitors, primary screen, biochemical, G6PDH-coupled NADH absorbance, MLSCN library; hexokinase 1 [Trypanosoma brucei]; recombinant TbHK1, G6PDH-coupled NADH A340; inhibition, % at 10 µM; 220,000 tested, 0.11% active;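 active = inhibition of 50% or more in the single-dose primary screen; inactive = inhibition below 50%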
RBBP9 inhibitor: human RBBP9 inhibitors, primary screen, biochemical, fluorescence polarization, FP-Rh probe, HTS; Serine hydrolase RBBP9 (Homo sapiens), O75884; recombinant RBBP9; inhibition, % at 7.94 µM; 220,000 tested, 0.2% active; AID 1515, 2009;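 active = inhibition above the campaign mean of all tested compounds plus 3 SD, cut at about 14% in these data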;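 also: plate controls were DMSO wells with RBBP9 for no effect and wells lacking RBBP9 protein for full effect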
Target sequence (O75884 whole entry, looked up): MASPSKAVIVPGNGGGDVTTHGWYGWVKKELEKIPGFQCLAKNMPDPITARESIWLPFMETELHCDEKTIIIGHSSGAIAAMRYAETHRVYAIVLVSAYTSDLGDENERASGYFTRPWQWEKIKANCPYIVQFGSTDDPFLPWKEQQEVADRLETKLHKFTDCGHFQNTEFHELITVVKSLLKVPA
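Test system – recombinant human RBBP9 · Input – RBBP9 2.5 µM in dispensing solution, pre-mixing · Medium – Tris buffer pH 8.0, NaCl, Pluronic · Schedule – preincubation 30 min plus labeling 45 min at 25 °C · Measured by – fluorescence polarization · Measure – % inhibition · Controls – DMSO and no-protein wells · Replicates – one well per compound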
BaF3 parental: parental Ba/F3 cell viability inhibition, counter-screen for JAK2V617F inhibitor project, murine pro-B, CellTiter-Glo luminescence; CellTiter-Glo ATP luminescence; inhibition, % at 5.6 µM; 220,000 tested, 1.1% active; AID 1486, 2009;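 active = inhibition above a per-campaign cutoff, the mean inhibition of all tested compounds plus 3 SD, cut at about 27% in these data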;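 also: 0% = DMSO wells and 100% = JAK Inhibitor I control wells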
Ba/F3 V617F tox: reduced viability of JAK2V617F-dependent Ba/F3 cells, primary screen, JAK2V617F inhibitor project, cell-based, Ba/F3 EpoR-JAK2V617F, luminescence; inhibition, % at 5.6 µM; 220,000 tested, 1.1% active; ATP luminescence;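 active = inhibition above the campaign mean plus 3 SD over all tested compounds, cut at about 24% in these data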;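 also: cytokine-independent growth of Ba/F3 cells driven by EpoR plus mutant JAK2; 0% = DMSO-treated cells and 100% = JAK inhibitor I control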
Numbers without * were called inactive; . = no result given; & = joins results of further samples; [ ] = dose if it differs, or a comment. This is a subset (hit frequency here may not be typical).

Values run as follows: p97 ATPase inh	EP2 antag	RBBP9 inhibitor	PPC-1+TRAIL kill	NCF1 inh	BaF3 parental	Furin inh	TbHK1 inh	Ba/F3 V617F tox
1: Cc1cc(C)n(/N=C/c2ccc(C(C)C)cc2)c(=O)c1C#N
→ 2	10	-4	18	-5	2	0	-22	-2
2: CC(C)c1nnc(NC(=O)C2CCCCC2)s1
→ 16*	13	3	.	3	-1	-14	0	-4
3: CC(C)c1cc(C(=O)O)c2cnn(C(C)C)c2n1
→ -2	8	3	-5	-8	4	-18	4	0
4: CC(C)CC(c1nnnn1C(C)(C)C)N1CCN(Cc2ccccc2)CC1 (stereo unspecified)
→ -2	6	6	9	1	14	-24	-11	1
5: O=C(NC1(C(F)(F)F)C(=O)Nc2c1c(=O)[nH]c(=O)n2-c1ccccc1)c1cccnc1 (stereo unspecified)
→ 2	4	-2	7	0	3	-22	0	1
6: CCOC(=O)CC(NC(=O)CCc1c(C)nc2nc(C)nn2c1C)c1ccc(OC(C)C)cc1 (stereo unspecified)
→ -4	5	-4	.	-5	4	-14	6	4
7: CCOC(=O)C1(Cc2cccc(OC)c2)CCN(Cc2cccc(OCC)c2O)CC1
→ -5	6	-3	-6	1	4	-10	9	0
8: CC1Oc2ccccc2N(CC(=O)NCCc2ccccc2)C1=O (stereo unspecified)
→ -3	2	-8	23	-7	4	-15[20 µM]	0	5
9: COCCCn1c(Cc2csc(Nc3cccc(Cl)c3)n2)nnc1SCC(=O)OC1CCCCC1
→ 0	17	-3	16	-11	-1	2[20 µM]	2	-4
10: Cn1c(=O)c2c(nc(NCC3CCCO3)n2C)n(C)c1=O (stereo unspecified)
→ 4	-4	-3	-9	5	5	-21[20 µM]	7	-2
11: COc1ccc(OC)c(-n2c(SCC(N)=O)nnc2-c2c[nH]c3ccccc23)c1
→ 4	3	-8	6	1	2	-33	0	-5
12: CC(C)Cn1c(=O)[nH]c2ccccc21
→ 2	14	4	-5	-6	0	-19[20 µM]	-4	-1
13: S=C(Nc1ccc2c(c1)OCCO2)Nc1ccc2c(c1)OCO2
→ 3	22	1	12	-4	3	-24	-1	-1
14: COc1cc([N+](=O)[O-])cc(/C=N/NC(=O)Cn2cncn2)c1O
→ 3	4	-4	-4	-21	1	-11	-27	0
15: OCc1cc(CO)c(O)c(CCc2ccccc2)n1
→ -4	14	-4	-1	-11	12	-15[20 µM]	-15	3
16: COc1ccc(CC(=O)NNC(=O)COc2ccc3ccccc3c2)cc1
→ -7	103*	-7	-21	2	9	-13	-5	4
17: Cn1c(=O)c2c(O)c(Cc3ccccc3)c(=O)n(C)c2n(C)c1=O
→ 0	3	-11	7	-17	-2	-26	-3	-1
18: Cc1cc(/C=N/n2c(COc3ccccc3)nc3ccccc3c2=O)c(O)c([N+](=O)[O-])c1
→ 4	5	-4	5	-1	6	-22	1	-4
19: CC(NCc1cccc(OCc2ccccc2)c1)C(O)c1ccccc1 (stereo unspecified)
→ -2	7	-10	21	-2	4	-27	5	0
20: O=C(O)CCCC(=O)Nc1ccccc1C(=O)N1CCOCC1
→ 3	6	4	7	-1	4	-3	-6	-5
21: Cc1noc(C)c1COC(=O)c1cccnc1SCC(=O)Nc1ccc2c(c1)OCO2
→ 4	10	0	14	-83	4	-40	5	-3
22: N/C(=N\OC(=O)c1ccc(Cl)c(Cl)c1)c1cccnc1
→ -2	7	2	15	9	1	-10[20 µM]	-11	0
23: CCC(=O)N=c1sc2c(C)cc(C)cc2n1CC(=O)OC
→ 0	15	2	8	-12	5	-24	-3	-1
24: CCCCOC(=O)/C=C/c1c(C)[nH]c(=O)[nH]c1=O
→ 4	7	0	0	0	8	-16	-16	1
25: O=C(/C=C/c1ccco1)N1CCN(c2ncccn2)CC1
→ 3	6	-8	10	-2	5	-20	-7	1
26: Cc1ccc(C(=O)N2CCN(c3ncccn3)CC2)o1
→ -4	1	-6	12	-13	8	-13[20 µM]	4	6
27: Cc1ccccc1NC(=O)CSC1=NCCN1
→ 3	11	-9	7	-7	4	-11	3	-1
28: COc1ccc(C2NC(=O)c3sc(=S)n(-c4ccccc4)c3N2)cc1 (stereo unspecified)
→ 2	5	5	11	-2	3	-14[20 µM]	-1	-3
29: CCC(=C(c1ccc(OC)cc1)c1ccc(OC)cc1)c1cn(CC(O)CN2CCN(C)CC2)c2ccccc12 (stereo unspecified)
→ 1	.	2	7	78*	3	-17[20 µM]	-18	0
30: CCN(CC)S(=O)(=O)c1ccc2c(c1)c(C(=O)O)cn2C
→ 3	12	7	33	-8	0	-17	-2	-3

Brought forward from above: two entries; new compounds follow.
Values run as follows: p97 ATPase inh	EP2 antag	RBBP9 inhibitor	PPC-1+TRAIL kill	NCF1 inh	BaF3 parental	Furin inh	TbHK1 inh	Ba/F3 V617F tox
29: CCC(=C(c1ccc(OC)cc1)c1ccc(OC)cc1)c1cn(CC(O)CN2CCN(C)CC2)c2ccccc12 (stereo unspecified)
→ 1	.	2	7	78*	3	-17[20 µM]	-18	0
30: CCN(CC)S(=O)(=O)c1ccc2c(c1)c(C(=O)O)cn2C
→ 3	12	7	33	-8	0	-17	-2	-3
31: Cc1ccoc1C(=O)Nc1cccc(Oc2ccccc2)c1
→ -4	14	-7	-2	-17	8	-26[20 µM]	-6	1
32: Cc1cc(NC(=O)CC(F)(F)F)n(-c2ccccc2)n1
→ 1	4	-2	3	-4	1	-18	-2	-1
33: COC(=O)c1ccc(C(=O)OCCCc2nc3ccc(N)cc3[nH]2)cc1
→ -2	13	0	13	-8	-1	-15[20 µM]	-2	-2
34: Nc1nc(N2CCN(C(c3ccccc3)c3ccccc3)CC2)n[nH]1
→ -1	13	-2	-13	-11	3	-23	-1	0
35: COc1ccc(C(=O)COc2ccccc2N2C(=O)C3C4C=CC(C4)C3C2=O)cc1 (stereo unspecified)
→ 5	13	-8	-12	-1	0	-17[20 µM]	-1	-3
36: Cc1ccc(S(=O)(=O)CC(CN2CCCCC2)N2CCCCC2)cc1 (stereo unspecified)
→ 5	3	-2	21	8	-1	-13	4	-2
37: CC(=O)Nc1ccc(NC(=O)Cn2cc3c(n2)CCC(C)C3)cc1 (stereo unspecified)
→ 3	5	11	30	0	4	-8[20 µM]	1	-3
38: O=C(c1cccc(C(F)(F)F)c1)N1CCC(O)(CS(=O)(=O)Cc2ccccc2Cl)CC1
→ -1	8	-5	6	-1	4	-13[20 µM]	-3	-2
39: Cc1nn(CC(=O)Nc2ccncc2)c(C)c1[N+](=O)[O-]
→ 7	7	-3	20	6	-3	-14	-4	-4
40: C/C(CCc1ccco1)=N/NC(=O)CCC(=O)Nc1cccc(Cl)c1
→ 0	.	-11	-4	-36	1	-25[20 µM]	-2	0
41: Cc1[nH]nc2oc(=O)c(CCO)c(C)c12
→ -5	13&10	-6	7	-6	8	-11[20 µM]	-18	4
42: Cc1ccc(S(=O)(=O)Oc2ccc(/C=N/NC(=O)c3c(Cl)cnn3C)cc2)cc1
→ -7	12	6	23	0	4	-5[20 µM]	7	6
43: COc1ccc(N2CCN(C(=O)C3CCC(Cn4c(=S)[nH]c5ccccc5c4=O)CC3)CC2)cc1 (stereo unspecified)
→ 1	8	-7	7	-19	8	-13	-9	3
44: Cc1ccc(N2CC(C(=O)NC3CCSC3=O)CC2=O)cc1 (stereo unspecified)
→ 7	7&10	-12	1	-2	1	-29	2	-2
45: COc1ccc(-c2[nH]ncc2CN2CCN(Cc3cccs3)CC2)c(F)c1
→ 2	12	-8	8	-4	5	-28	-1	-1
46: Cc1cc(C)c2sc(NNC(=O)c3ccc(S(=O)(=O)N4CCc5ccccc5C4)cc3)nc2c1
→ -1	13	5	20	1	2	3	-7	-2
47: O=C(NCCC1=CCCCC1)C1CC(=O)N(C2CCCCC2)C1 (stereo unspecified)
→ 4	5	-4	2	-20	2	-11	-5	-5
48: Cn1nc(C(=O)N2CCc3ccccc3C2)c2ccccc2c1=O
→ 2	10	3	28	-13	1	-14[20 µM]	-7	-3
49: O=S(=O)(c1ccc(Cl)c2ccccc12)N1CCCC1
→ 2	13&8	-9	.	-8	5	-26	-3	0
50: C=CCN=C1NN=C(c2cc(C)n(CC=C)c2C)CS1
→ -1	14	-6	3	-5	3	-13	-15	1
51: O=C(NCCN1C(=O)S/C(=C\c2ccc(Cl)c(Cl)c2)C1=O)c1ccc2c(c1)C(=O)N(Cc1ccncc1)C2=O
→ 7	6	-3	39	2	2	-16	-14	-2
52: COC(=O)c1ccc(CSc2nnnn2-c2ccccc2)o1
→ 7	13	-1	14	-14	0	-8	7	-4
53: CC(Sc1nc(=O)cc(N)n1CCc1ccccc1)C(=O)NCc1ccccc1 (stereo unspecified)
→ 4	6	-14	23	-2	9	-26	3	0
54: COC(=O)c1cc(OC)cc(O)c1C(=O)c1c(O)cc(C)cc1O
→ .	7	.	6	-4	.	-17	-15	.
55: COc1ccccc1C(=O)N1CCN(Cc2nc3cc([N+](=O)[O-])ccc3n2C)CC1
→ 2	10	-7	10	-4	0	-22	-6	-2
56: COc1ccc(-c2nnc(SC(C)C(=O)Nc3cccc(Cl)c3)o2)cc1 (stereo unspecified)
→ -1	10	-4	18	-6	6	-12	-13	0
57: C[n+]1ccccc1/C=N/O
→ 0&-8	10&20&11	-4&-9	15	0&1	2&5	-14&-10	-45&-33	-2&3
58: c1ccc(Cc2nn3c(COc4ccccc4)nnc3s2)cc1
→ -8	7	3	-11	0	2	-21[20 µM]	-5	1
59: Cc1cc(C)n(-c2cc(-c3ccccc3)nc(C)n2)n1
→ 5	13	0	-6	-6	2	-19[20 µM]	2	-2
60: CCCCC(CC)C(=O)NCCCN1CCN(CCCNC(=O)C(CC)CCCC)CC1 (stereo unspecified)
→ 3	6	-2	8	-3	4	-17	-4	-3
